Screening results as filed in PubChem.
sdo1 growth: growth rescue of sdo1-depleted yeast, primary screen, S. cerevisiae, bone marrow failure model. S. cerevisiae sdo1-depleted JHY4D growth rescue, OD600 30 h; hits give high values; pdr5 snq2 efflux-pump mutant strain. z-score at 10 µM. actives 0.21% (n = 140,000). AID 817, 2007;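 active = z-score above 3 at both the 24 hr and the 30 hr optical density reads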;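 note: z-score against mean and SD of all compound wells on the same plate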
INS promoter inh: inhibitors of insulin promoter-driven GFP, primary screen, imaging, TRM-6 cells (human fetal islet line), eGFP reporter, cell count. AID 1273, 2008. reporter expression induced with tamoxifen. inhibition, % at 2 µM. actives 0.9% (n = 130,000);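 active = inhibition above the mean plus 3 SD, with well images judged a real hit on visual review, cut at about 60% in these data, passing the limit was not always enough; inconclusive = inhibition over the cutoff but images rejected on review; inactive = inhibition not above the cutoff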
sdo1 growth Rescue 24 h: second read-out of sdo1 growth, no call of its own (marks repeat the call); z-score; S. cerevisiae sdo1-depleted JHY4D growth rescue, OD600; measured here: growth rescue at 24 h;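 0 is the plate mean of compound wells and units are plate SD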
Starred values were filed as active, the others as inactive; i = inactive; u = inconclusive; x = not tested or not shown; [ ] = another dose, or the depositor's remark.

SMILES	sdo1 growth	sdo1 growth Rescue 24 h	INS promoter inh
COc1ccccc1C1/C(=C(/O)c2ccc(C)cc2)C(=O)C(=O)N1CC(C)O (stereo not given)	0.78	0.08	-11.8
O=C(NC1CCS(=O)(=O)C1)OC1CCCCC1 (stereo not given)	1.31	1.28	-40.0
Cc1ccc(/C(O)=C2\C(=O)C(=O)N(CCCN(C)C)C2c2ccccn2)cc1 (stereo not given)	x	x	13.6
Cc1nn(C)cc1/C=N/n1nnnc1N	0.51	0.11	x
COc1ccccc1NS(=O)(=O)c1cc(NC(=O)c2ccc3ccccc3n2)ccc1Cl	0.87	0.76	16.7
Cc1c(C(=S)NC(=O)C2CC2)c(=O)n(-c2ccccc2)n1C	x	x	-14.3
O=C(c1ccco1)N1CCN(Cc2nc3ccccc3c(=O)n2-c2ccc(F)cc2)CC1	0.06	-0.14	x
O=C(N/N=C/c1ccc(-c2ccccc2[N+](=O)[O-])o1)[C@H]1C[C@@H]1c1ccccc1	-1.75	-1.66	36.7
COc1cccc(C(=O)Nc2ccc(Cl)c(C(F)(F)F)c2)c1	-1.75	-1.11	-7.7
C=CCOc1ccc(CNn2cn[nH]c2=S)cc1	-0.04	-0.37	32.1
CC1=C(C(N)=O)C(c2cccnc2)n2nc(-c3cccc(C)c3)nc2N1 (stereo not given)	0.65[6.3 µM]	1.07	44.4
CC(=NCCc1c(C)[nH]c2ccc(C)cc12)C1=C(O)CC(c2ccccc2)CC1=O (stereo not given)	-1.06	-1.28	-51.4
CCc1cc2c(N=Nc3c(O)[nH]c4ccccc34)ncnc2s1	-0.37	0.16	x
O=C1c2oc3ccccc3c(=O)c2C(c2cccs2)N1CCCN1CCOCC1 (stereo not given)	-0.69	-2.38	x
CCCOc1ccc(N2C(=O)CC(N3CCC(c4nncn4CC)CC3)C2=O)cc1 (stereo not given)	0.15	0.1	46.1
Cc1cn(C(=O)c2ccccc2)c(=S)n1-c1ccc(Cl)cc1	-1.84	-1.37	21.1
COc1ccc(C)cc1-n1nnnc1SCc1nc2ccccc2s1	-1.3	0.16	x
CC1CN(c2ccc(Cl)nn2)CC(C)O1 (stereo not given)	x	x	-91.7
O=C(c1ccccc1)C(C(=O)N1CCCCC1)n1ccccc1=O (stereo not given)	x	x	-12.5
COc1ccc(OCC(=O)NC(=S)Nc2ccc(N3CCOCC3)c(Cl)c2)cc1	-0.34	-0.36	17.4
CCC1CCCCN1C(=O)Cn1nc([N+](=O)[O-])c(Cl)c1C (stereo not given)	x	x	-23.1
Cc1ccc(C(=O)C2CCNCC2)cc1	-0.33	-1.04	19.4
N#Cc1ccc(COC(=O)c2ccc(N3CCCC3)c([N+](=O)[O-])c2)cc1	1.02	0.96	x
CCOc1ccc(N2CC(C(=O)NCc3ccccc3)CC2=O)cc1 (stereo not given)	x	x	20.0
O=C(O)C1CCCNC1 (stereo not given)	0.73	0.57	47.6
CCOC(=O)N1CCC(N(CCOC)C(=S)Nc2cccc(SC)c2)CC1	x	x	-42.9
CC(=O)OCCCCON1C(=O)c2ccccc2C1=O	1.2	0.53	x
Fc1ccccc1NC(=S)N/N=C/c1ccccc1Br	-0.3	0.72	-16.2
C=CCn1c(=O)c(C(=O)NCCN(CC)CC)c(O)c2ccccc21	0.06	-0.07	x
Cc1nn(C)cc1/C=N\NC(=O)c1ccc(Cn2cc(Cl)cn2)cc1	0.19	-0.49	u

By substructure: those above containing an NH in an aromatic ring
SMILES	sdo1 growth	sdo1 growth Rescue 24 h	INS promoter inh
C=CCOc1ccc(CNn2cn[nH]c2=S)cc1	-0.04	-0.37	32.1
CC(=NCCc1c(C)[nH]c2ccc(C)cc12)C1=C(O)CC(c2ccccc2)CC1=O (stereo not given)	-1.06	-1.28	-51.4
CCc1cc2c(N=Nc3c(O)[nH]c4ccccc34)ncnc2s1	-0.37	0.16	x

Following part.
SMILES	sdo1 growth	sdo1 growth Rescue 24 h	INS promoter inh
Nc1ccc(Sc2nc3ccccc3[nH]2)cc1	x	x	9.5
Cc1ccc([N+](=O)[O-])c(C)[n+]1C	x	x	-27.8
Cc1ccc(-c2nc(CS(=O)(=O)CC(=O)NC3CCCCC3C)c(C)o2)cc1 (stereo not given)	-1.46	-0.69	x
CC(=O)OC1c2ccccc2C(=O)N1Cc1ccccc1 (stereo not given)	0.09	-0.72	x
Cc1nc(SCC(=O)Nc2c(C)n(C)n(-c3ccccc3)c2=O)n[nH]1	0.16	0.35	50.0
COc1cc2c(cc1OC)CN(c1nc(CN3CCCCC3)nc3sc4c(c13)CCCC4)CC2	-0.8	-0.53	27.0
O=C(Nc1cnc2ccccc2c1)N1CCCCC1	-0.22	-0.79	x
CN(c1ccc(F)cc1)S(=O)(=O)c1ccc(Cl)c(C(=O)Nc2ccc3c(c2)CCC3)c1	-1.07	-0.7	22.2
CN(C)c1ccnc(Oc2ccc(F)cc2)c1C#N	1.24	0.13	-71.4
Cn1c(=O)c2ncn(CC(=O)Nc3ccc4c5c(cccc35)CC4)c2n(C)c1=O	1.16	1.69	-118.6
O=C(NCCN=C1NS(=O)(=O)c2ccccc21)c1ccco1	3.76*	4.42*	x
CC(=O)C1=C(O)C(=O)N(Cc2ccco2)C1c1ccc(F)cc1 (stereo not given)	0.99	0.63	50.0
Cc1ccc(Nc2nnc(SCC(=O)N(C)C3CCS(=O)(=O)C3)s2)cc1 (stereo not given)	x	x	33.3
COc1cc2[nH]c(=S)n(NC(=O)c3ccccc3)c(=O)c2cc1OC	0.53	0.45	-32.4
Cc1cccc(/C=N/NC(=O)NC2CCCCC2)c1	-0.81	-0.61	-21.6
Cc1cc(C)n2nc(S(=O)(=O)NCCc3ccccc3)nc2n1	-0.45	-0.2	x
CC1(C)CC(=O)C2=C(C1)N1C(=C(C#N)C2c2ccc(Cl)cc2)N=C(N)c2ccccc21 (stereo not given)	0.51	-0.67	17.1
CC(C)(C)c1ccc(-c2noc(CCC(=O)NCC3CCCO3)n2)cc1 (stereo not given)	-1.12	-1.29	-3.1
O=C(Nc1ccc(-c2nc3ccccc3[nH]2)cc1)c1ccccc1NS(=O)(=O)c1ccc(F)cc1	0.2	-0.22	x
O=C(OCc1ccc(Cl)c(Cl)c1)c1cnccn1	0.33	0.7	-17.9
Cc1cc(N/N=C/c2ccc(Cl)cc2Cl)nc(NCc2ccccc2)n1	-1.51	-1.16	x
O=S(=O)(/N=C/c1ccccc1O)c1cccs1	0.56	0.67	x
COc1ccc(NC(=O)C2CCCN(c3c4c(nc5ncnn35)CCC4)C2)cc1OC (stereo not given)	0.4	0	x
CCc1ccc(NC(=O)Nc2ccncc2)cc1	x	x	-268.4
CCn1nnnc1SCC(=O)N1c2ccccc2Sc2ccccc21	-1.04	-1.24	x
Cc1ccc(NS(C)(=O)=O)c(C(=O)c2ccccc2)c1	0.08	0.18	27.6
O=C(CSc1nnc2ccccn12)Nc1ccc(S(=O)(=O)N2CCOCC2)cc1	x	x	21.4
CC(C)NC(=O)c1nn2c(C(F)(F)F)cc(-c3ccco3)nc2c1Cl	x	x	-50.0
CCCN1C2=C(C(=O)CCC2)C(c2ccc(F)cc2)C2=C1c1ccccc1C2=O (stereo not given)	x	x	30.0
O=C(CCS(=O)NCc1ccccc1)NCc1ccccc1 (stereo not given)	0.77	0.77	-3.2
CCC(CCC(=O)Nc1ccn(-c2ccccc2)n1)C(=O)O (stereo not given)	1.58	1.79	-12.1
O=C(O)CC12C[C@H]3C[C@@H](C1)CC(n1ncc(N4CCN(c5ccccc5)CC4)c(Cl)c1=O)(C3)C2	-0.07	-1.09	55.1
CCSc1nc2ccccc2n1Cc1nc(N)nc(N(C)C)n1	-0.36	-0.68	0.0
CCCC(=O)Nc1cc2c(cc1C(=O)c1ccccc1)OCCO2	-0.28	0.22	x
COc1cccc(CN2CCN(C(=O)c3ccc(-c4ccccc4)cc3)CC2)c1	-1.55	-1.12	8.8
COc1ccc(N2C(=O)CC(Sc3nnc(-c4ccccc4F)n3C)C2=O)cc1 (stereo not given)	x	x	-21.4
Cc1cc(C)nc(SCc2nnc(SCC(=O)N3CCCc4ccccc43)n2C)n1	0.25	-0.33	-3.2
Cc1ccc(C2C(C#N)=C(N)Oc3n[nH]c(-c4cccs4)c32)cc1 (stereo not given)	1.03	0.35	-227.8
CCCCn1c(C)csc1=Nc1cccnc1	-1.25	-2.39	37.2
Cc1cc(C(=O)NCCC2=CCCCC2)no1	0.57	0.47	37.5
CCOC(=O)Cn1cnc2sc(C(=O)OC)c(C)c2c1=O	x	x	-20.0
O=C(CSc1nc2ccccc2[nH]1)NCC1CCCO1 (stereo not given)	0.45	-0.07	x
CC(C)(Oc1ccc(Cl)cc1)C(=O)OCC(=O)N1CCCC1	-0.19	0.08	x
Cc1cccc(CSc2nc3c(c(=O)n2C)SCC3)c1	x	x	23.1
NC(=O)c1cc(N)ccc1N1CCCCC1	x	x	-27.3
CCOC(=O)c1sc(=S)n(CC)c1N	2.65	0.71	0.0
COc1cc(/C=C(/C#N)c2nc3ccccc3c(=O)[nH]2)ccc1O	0.87	1.62	11.8
O=C(Nc1ccc(-c2ccc3nncn3n2)cc1)C1CCCCC1	x	x	-25.0
O=C(NC(=S)NCc1cccnc1)c1ccc([N+](=O)[O-])cc1	x	x	20.0
COc1cc(OC)c(C(=O)NCCCN2CCOCC2)cc1OC	x	x	-100.0
CN1/C(=C\C(=O)COC(=O)C2COc3ccccc3O2)C(C)(C)c2ccccc21 (stereo not given)	-0.53	-0.98	x
COc1ccc(/C=C/C(=O)c2cc(Br)ccc(=O)c2O)cc1	0.04	-0.89	42.9
Cc1ccc(-c2nnn(CC(=O)N(Cc3cccs3)C(C(=O)NC(C)(C)C)c3ccco3)n2)o1 (stereo not given)	-0.61	-0.48	x
Cc1ccc(S(=O)(=O)c2nc(S(C)(=O)=O)sc2NCc2ccc3c(c2)OCO3)cc1	-0.07	0.13	x
CCCCC(CC)Cn1c(O)c(/C=C2\C=NN=C2c2ccccc2)sc1=S (stereo not given)	0.87	0.75	-6.1
CC(C)=CC(=O)Nc1ccccc1C(N)=O	0.34	-0.04	x
N/C(COc1ccccc1)=N\NS(=O)(=O)c1ccccc1	0.47	0.21	8.3
O=C(NC1CCCC1)C(c1ccccn1)N(C(=O)c1csnn1)C1CCCCC1 (stereo not given)	0.1	-0.16	-22.6
O=C1CCCN1S(=O)(=O)c1ccccc1	x	x	-2.3
Cc1ccc(O)c(CC(C)C)n1	-0.27	-0.72	84.4*

5 of the entries above in order of their number in sdo1 growth Rescue 24 h, high to low:
Structure	sdo1 growth	sdo1 growth Rescue 24 h	INS promoter inh
CCC(CCC(=O)Nc1ccn(-c2ccccc2)n1)C(=O)O (stereo not given)	1.58	1.79	-12.1
Cc1ccc(NS(C)(=O)=O)c(C(=O)c2ccccc2)c1	0.08	0.18	27.6
O=C(NC1CCCC1)C(c1ccccn1)N(C(=O)c1csnn1)C1CCCCC1 (stereo not given)	0.1	-0.16	-22.6
COc1cccc(CN2CCN(C(=O)c3ccc(-c4ccccc4)cc3)CC2)c1	-1.55	-1.12	8.8
Cc1cn(C(=O)c2ccccc2)c(=S)n1-c1ccc(Cl)cc1	-1.84	-1.37	21.1

Entries of single compounds from above. Screens in order: sdo1 growth | sdo1 growth Rescue 24 h | INS promoter inh
O=C1CCCN1S(=O)(=O)c1ccccc1 is entered as x | x | -2.3
CCOC(=O)c1sc(=S)n(CC)c1N is entered as 2.65 | 0.71 | 0.0

Following part.
SMILES	sdo1 growth	sdo1 growth Rescue 24 h	INS promoter inh
Cc1ccc(NC(=O)N2CCC(O)(c3ccc(Cl)cc3)CC2)cc1	0.19	0.63	x
Cc1cccc(N(CC(=O)O)CC(=O)O)c1	0.94	0.4	x
CCc1ccc(CNc2ccc3c(c2)ncn3C)cc1	0.83	0.31	3.2
CCn1c(SCC(=O)Nc2nccs2)nnc1-c1ccccc1	1.06	-0.25	61.9
CC(C)CC(c1nnnn1C1CCCC1)N1CCC(C(N)=O)CC1 (stereo not given)	x	x	-33.3
Cc1cccc(NC(=O)CCS(=O)(=O)c2cccc3nsnc23)c1C	0.31	0.15	-97.4
COc1ccc(C2N(C(=O)c3ccccc3)CCN2C(=O)c2ccccc2)cc1	0	-0.53	i
CC(C)C(C(=O)OCC(=O)c1cccc([N+](=O)[O-])c1)N1C(=O)[C@@H]2[C@H]3CC[C@H](C3)[C@@H]2C1=O (stereo not given in full)	-1.07	-1.79	x
O=C(Nc1cccc(C(F)(F)F)c1)C1CCCN1S(=O)(=O)c1cccc2cccnc12 (stereo not given)	-0.92	-1.26	x
CCCNC(=O)C(NS(=O)(=O)c1cccc2nsnc12)c1ccccc1 (stereo not given)	0.3	0.32	-92.9
Cc1ccc(-c2nc(CN3CCCCC3CCN3CCCC3=O)c(C)o2)o1 (stereo not given)	x	x	-4.3
CCCC(=O)N(c1ccccc1)C1C=CS(=O)(=O)C1 (stereo not given)	x	x	-11.1
Cc1cc(SCC(=O)c2cccs2)n2nc(C)c(-c3ccccc3)c2n1	-1.36	-1.97	51.9
CN(C)CCN(C(=O)CCc1ccccc1)c1nc2c(F)cc(F)cc2s1	x	x	-47.1
C=CCc1ccccc1OCCSc1nc2ccc([N+](=O)[O-])cc2s1	0.31	0.49	-81.2
COC(=O)C1C2C=CC3(CN(c4cccc(C)c4)C(=O)C13)O2 (stereo not given)	-0.59	-0.91	x
COc1cc(N/N=C/c2ccc(N(C)C)cc2)ncn1	x	x	69.6
CCCCNCCOCCOc1ccc(C)cc1[N+](=O)[O-]	0.55	-0.52	-22.6
Cc1ccc(S(=O)(=O)NC(=O)c2cc(C)n(-c3ccccc3)c2C)cc1	-0.08	-0.71	x
